Screening data deposited in PubChem BioAssay by National Center for Advancing Translational Sciences (NCATS).
HCV inh: qHTS Assay for Inhibitors of Hepatitis C Virus (HCV); Huh7.5.1 HCVcc-Cre infection, luciferase reporter, 44 h; Potency, µM (top dose mostly 41.8 µM), without a hit: at the highest dose activity change, negative = inhibition, hits mostly inhibitors; hit rate 3.4% among 340,000; AID 651820, 2012
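Cells (1,000/well) were plated 4 h before compound, then infected with HCVcc-Cre virus (~0.5 moi). After 44 h further culture, infection was read as luciferase luminescence following a 15 min substrate incubation at room temperature.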
LmPK inhibitor: qHTS Assay for Inhibitors of Leishmania Mexicana Pyruvate Kinase (LmPK); Q27686; purified LmPK, Kinase-Glo ATP luminescence, 1 h; Potency, µM (titrated, usually from 57.5 µM), for inactives: top-dose activity change, negative = inhibition, most hits filed as inhibitors; hit rate 0.37% among 290,000
Target sequence (Q27686 whole entry, looked up): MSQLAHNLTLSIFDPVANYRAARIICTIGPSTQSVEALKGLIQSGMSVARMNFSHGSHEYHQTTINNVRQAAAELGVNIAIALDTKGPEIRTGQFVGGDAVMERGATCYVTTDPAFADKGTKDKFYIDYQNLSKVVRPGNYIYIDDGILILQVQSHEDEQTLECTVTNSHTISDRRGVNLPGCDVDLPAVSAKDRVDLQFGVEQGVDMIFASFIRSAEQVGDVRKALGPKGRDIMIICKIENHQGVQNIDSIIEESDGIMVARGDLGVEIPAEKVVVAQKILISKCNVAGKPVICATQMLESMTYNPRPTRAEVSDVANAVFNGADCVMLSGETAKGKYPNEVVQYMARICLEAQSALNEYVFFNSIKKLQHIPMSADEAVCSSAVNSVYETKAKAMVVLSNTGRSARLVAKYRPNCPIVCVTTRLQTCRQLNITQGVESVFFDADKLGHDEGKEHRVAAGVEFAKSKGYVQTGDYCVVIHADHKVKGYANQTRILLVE
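ATP generated from ADP (0.1 mM) and PEP (0.5 mM) by 0.1 nM LmPK over 1 h at room temperature (pH 7.2 imidazole buffer) was detected by coupled luciferase luminescence. Values were normalized to uninhibited and no-enzyme wells.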
Tb PYK inh: qHTS of Trypanosoma Brucei Inhibitors. TbPYK enzyme, Kinase-Glo Plus ATP luminescence, 45 min. Potency, µM (top dose mostly 76.8 µM), for the others: top-dose activity, negative = inhibition, most hits filed as inhibitors. AID 624173, 2012. hit rate 0.12% among 410,000. pyruvate kinase (Trypanosoma brucei), Q57TT1; note: nearly all actives have a fitted effect of over 50% in size
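Assay buffer: 50 mM TEA pH 7.2, 100 mM KCl, 10 mM MgCl2, 0.05% BSA, 0.01% Tween-20. Pyruvate kinase from T. brucei plus substrate met compound, then ADP (130 uM final). Luminescence was read post 45 min RT.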
Pf growth 96h: Primary qHTS for delayed death inhibitors of the malarial parasite plastid, 96 hour incubation; P. falciparum luciferase reporter growth, 96 h; Potency, µM (titrated, usually from 28.7 µM), for inactives: at the top dose activity change, negative = inhibition, hits mostly inhibitors; hit rate 6.9% among 320,000; AID 504834, 2011
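Parasite growth measured via integrated firefly luciferase reporter in P. falciparum. Infected erythrocytes at 2% hematocrit, 0.05% parasitemia final were treated 96 hours at 37 C under 5% CO2, and luminescence was read.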
Pf growth 48h: Primary qHTS for delayed death inhibitors of the malarial parasite plastid, 48 hour incubation. Potency, µM (series often up to 28.7 µM), inactives show at the highest dose activity change, negative = inhibition, actives largely listed as inhibitors. hit rate 5.9% among 310,000. P. falciparum luciferase growth in erythrocytes, 48 h
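Growth was read as firefly luciferase luminescence after a 48 h, 37 C, 5% CO2 exposure of compounds to reporter-bearing P. falciparum cultures (0.1% parasitemia, 2% hematocrit final) in Albumax-supplemented RPMI 1640.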
Sm TGR block: qHTS Assay for the Inhibitors of Schistosoma Mansoni Peroxiredoxins. hit rate 3% among 360,000. purified TGR, DTNB reduction, TNB absorbance 405 nm. Schistosoma mansoni thioredoxin glutathione reductase (TGR), Q962Y6. Potency, µM (series often up to 114 µM), for inactives: top-dose activity change, negative = inhibition, most hits filed as inhibitors; note: nearly all actives have a fitted effect of over 60% in size
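Kinetic colorimetric format: TGR-catalysed, NADPH-driven DTNB reduction monitored via TNB absorbance. Enzyme dispensed at 20 nM; compound exposure 15 min at room temperature before reaction start.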
An asterisk follows results filed as active; ? = inconclusive; . = not tested or not shown; [ ] = dose if it differs, or a comment. Calls come from the whole dose curve; as a rule, active = well fitted curve in the direction sought with a large enough effect; inconclusive = small, poorly fitted or top-dose-only effect, or another doubt; inactive = no such curve, though single readings can be large; an effect the other way counts as inactive or inconclusive. % is set by controls: 0 for no effect and ±100 for the full control effect; potency is the fitted concentration of half-maximal effect.

Every second line gives: HCV inh, LmPK inhibitor, Tb PYK inh, Pf growth 96h, Pf growth 48h, Sm TGR block
- N#CC1(c2ccccc2)CCC(=NNS(=O)(=O)c2ccccc2)CC1 (centres undefined)
 : 1%, ., -2%, -6%, ?, 40µM*
- O=[N+]([O-])c1ccc(O)c(/C=N/Nc2ccccn2)c1
 : 2.5µM*, 9%, -4%, ?, 2.9µM*, -6%
- COC(CN1C(=O)C(O)=C(C(C)=O)C1c1ccccn1)OC (centres undefined)
 : -5%, -5%, -1%, -2%, 19%, 10%
- Cc1ccc(C(=O)N2CCC(C(=O)c3c(C)cc(C)cc3C)CC2)cc1
 : 11µM*, 6%, 7%, ?, ?, -7%
- C(=N\N1CCN(C2c3ccccc3-c3ccccc32)CC1)/c1ccccn1
 : 12%, 3%, -2%, 14%, 31%[activator], 9%
- Cc1ncc(CO)c(/C=N/NC(=O)c2cc(O)c(O)c(O)c2)c1O
 : ., 1%, ., ?, 2.6µM*, ?
- COc1ccc(NC(=O)CN(c2ccccc2F)S(=O)(=O)c2ccc(C)cc2)c(OC)c1
 : 11µM*, -4%, -1%, 1%, ?, 27%
- CCC(O)(CC)C(=O)N=Nc1c(O)[nH]c2ccccc12
 : 8%, 0%, 3%, 33%[5.75 µM], 24%, 7%
- O=C(c1ccc(-n2cncn2)c([N+](=O)[O-])c1)N1CCN(S(=O)(=O)c2cccc(F)c2)CC1
 : 27%, ., -5%, ?, ?, 5%
- c1ccc2c(NCC3CCCO3)nc(N3CCOCC3)nc2c1 (centres undefined)
 : 3%, 1%, 1%, 11%, 13%, 2%[57.1 µM]
- O=C(Nc1ccnc(-c2ccncc2)n1)c1ccc(Cl)cc1
 : 10%, -1%, 8%, 7%, 12%, .
- CCOc1ccccc1NC(=O)c1cc(-c2cc(OC)c(OC)c(OC)c2)nc2ccccc12
 : 8.9µM*, 5%, -2%, ?, ?, -35%
- CN(C)/C=N/c1sc2c(c1C#N)CCC2
 : -3%, 1%, -7%, ., 0%, 2%
- O=C(N/N=C/C=C/c1ccccc1[N+](=O)[O-])c1cccnc1
 : 10%, 5%, 1%, ?, 4%, -5%
- O=S(=O)(c1ccc2ccccc2c1)N1CCN(S(=O)(=O)N2CCCCC2)CC1
 : -27%, -3%, -14%, 17%, ., -19%
- CCOC(=O)Cc1csc(NC(=O)CSc2nnnn2-c2ccc(F)cc2)n1
 : 3%, 1%, 3%, -20%, 5%, 8%
- COC(C#CCCN(C)C)(c1ccccc1)c1ccccc1
 : -16%, 5%, -2%, ?, 1.7µM*, 28µM*
- O=C(Nc1cccc(-c2cn3ccccc3n2)c1)c1cnccn1
 : 7%, -1%, 5%, 14%, 94%[activator], -1%
- CSCC[C@H](NC(=O)c1nn(C)c(=O)c2ccccc12)c1nc2ccccc2[nH]1
 : -27%, -2%, 1%, ?, ?, 3%
- O=S(=O)(Nc1ccc(OC(F)F)cc1)c1ccc(-c2ccon2)s1
 : -12%, 3%, 2%, 15%, 11%, 1%

Pulled by compound from the list above (2):
Every second line gives: HCV inh, LmPK inhibitor, Tb PYK inh, Pf growth 96h, Pf growth 48h, Sm TGR block
- CN(C)/C=N/c1sc2c(c1C#N)CCC2
 : -3%, 1%, -7%, ., 0%, 2%
- O=S(=O)(c1ccc2ccccc2c1)N1CCN(S(=O)(=O)N2CCCCC2)CC1
 : -27%, -3%, -14%, 17%, ., -19%

Next entries:
Every second line gives: HCV inh, LmPK inhibitor, Tb PYK inh, Pf growth 96h, Pf growth 48h, Sm TGR block
- COC(=O)C(NC(=O)CCC(=O)N[C@@H](C(=O)OC)c1ccccc1)c1ccccc1 (some centres undefined)
 : 30%, 4%, 0%, -34%, 22%, 2%
- O=C(OCCCOC(=O)c1ccc(Br)o1)c1ccc(Br)o1
 : 9%, ., -10%, 56%[activator], 11%, 5%
- COc1ccc2c(c1)[nH]c(=O)c1sc3ccccc3c12
 : ?, 3%, -8%, 89%[activator], 36%[activator], -8%
- O=C(Nc1cccnc1)OC1CCCCC1
 : 0%, -2%, -5%, 42%[activator], 75%[activator], -5%
- C=CCn1c(C)cc(C(=O)CN2NS(=O)(=O)c3ccccc3C2=O)c1C
 : ?, -5%, -11%, 104%[activator], 92%[activator], 9%
- Cc1cc(C(C)(C)C)ccc1OCCN1CCCC1
 : -4%, 4%, -3%, ?, ., 2%
- Cc1ccc(/C=C/S(=O)(=O)NCC(=O)O)cc1
 : 12%, -3%, -2%, -33%[1.15 µM], 6%, -2%
- O=C(C(=O)N1CCc2ccccc2C1)c1c[nH]c2ccccc12
 : -3%, -1%, -5%, -1%, -3%, .
- O=C(c1cc2sccc2n1Cc1ccccc1)N1CCCc2ccccc21
 : ?, 0%, -1%, ., ?, 4%
- COc1cccc(NC(=S)N(CCN(C)C)Cc2cccs2)c1
 : 7%, 1%, 3%, 42%[activator], -9%, 15%
- C[C@@H](C(=O)Nc1ccc2ccccc2c1)[C@H]1C[C@]1(C)[C@H](NS(=O)(=O)c1ccccc1)c1ccccc1
 : ?, 2%, 4%, ?, 1µM*, -10%
- CCN1CCCC1CN(Cc1cc2ccc(C)cc2[nH]c1=O)C(=S)Nc1ccc(OC)cc1OC (centres undefined)
 : ?, 2%, 4%, 19%, ?, 6%
- CCOC(=O)C1=C(CSc2nc3c(cc2C#N)CN(C)CC3)OC(N)=C(C#N)C1c1ccc(Cl)cc1 (centres undefined)
 : 13µM*, 3%, -15%, ?, ?, -34%
- O=C(NCCc1ccc(Cl)cc1)c1cc(-c2ccccn2)nc2ccccc12
 : ?, 8%, 1%, 1%, ?, 1%
- CC1(c2ccccc2)NC(=O)N(CC(=O)N2CCN(S(=O)(=O)c3cccc([N+](=O)[O-])c3)CC2)C1=O (centres undefined)
 : 21%, ., -6%, -1%, ?, -16%
- COc1cccc(NC(=O)c2ncc(Cl)c(Cl)c2Cl)c1
 : 10%, -30%, -9%, 235%[activator], 439%[activator], 1%
- COC(=O)Nc1ncc(CN2CCCCC2)s1
 : 2%, -7%, -4%, 17%, ., -2%
- COc1ccc(-c2nn(-c3ccccc3)cc2/C=N/Nc2cccc(C(=O)O)c2)cc1
 : -33%, 1%, -1%, -9%, 17%, -9%
- O=C(NCc1ccc(F)cc1)C1CCC(=O)N1C1CCCCC1 (centres undefined)
 : 7%, -3%, 1%, ., 43%[activator], 5%
- CCN(CC)S(=O)(=O)c1ccc(OC)c(NC(=O)c2ccc([N+](=O)[O-])cc2)c1
 : 1%, -4%, -6%, -2%, -4%, -7%
- O=C(COC(=O)c1ccc(Cl)cc1[N+](=O)[O-])NNC(=O)c1cccs1
 : 15%, ., 1%, -15%, ?, 56µM*
- COc1ccc(-c2ccc(/C=N/NC(=O)Cc3nnc(N)s3)o2)cc1Cl
 : -13%, 0%, -5%, 2%, ?, 56µM*
- COc1ccccc1OCCSc1nc2ccc([N+](=O)[O-])cc2s1
 : -28%, 0%, -7%, ?, 6%, -17%
- COc1ccc(CN2CC3CC(C2)c2cccc(=O)n2C3)cc1OC (centres undefined)
 : 2%, 0%, -6%, ?, 2%, 0%
- O=C(C1CC(=O)N(c2ccccc2)C1)N1CCN(c2ccc(F)cc2)CC1 (centres undefined)
 : ., -3%, -3%, 10%, -24%, -6%
- O=C(O)c1ccccc1-c1ccccc1C(=O)Nc1cccc2ccccc12
 : 11%, 3%, 4%, ?, -7%, -25%
- O=C(CCc1nc(-c2cccs2)no1)Nc1cnc2ccccc2c1
 : 25%, 4%, -1%, ?, ?, -7%
- COc1ccc(CNC(=O)CCn2c(=O)oc3ccccc32)cc1
 : 5%, 0%, -12%, -8%, 1%, ?
- COC(=O)C1=C(CSc2nc3ccccc3s2)NC(=O)NC1c1ccc(F)cc1 (centres undefined)
 : ?, 2%, -17%, ?, ?, -3%
- O=C(C1CCCN(Cc2ccc(Br)cc2)C1)N1CCCCC1 (centres undefined)
 : 11µM*, -1%, 22%, 29%, -9%[0.00184 µM], 6%
- CCOC(=O)c1cnc2ccc(OCC)cc2c1NCc1ccccc1OC
 : 7.1µM*, -7%, -3%, 85%[activator], 12µM*, 0%
- CCCCn1c(N)c(N(Cc2ccccc2OC)C(=O)c2cc(=O)[nH]c3ccccc23)c(=O)[nH]c1=O
 : 7%, ., -2%, ?, 0%, -11%
- Cc1ccc(S(=O)(=O)Cc2ccccc2Cl)cc1
 : -24%, -4%, 1%, ?, -5%, -8%
- Cn1c(=O)[nH]c(=O)c2c1nc(N1CCN(Cc3ccccc3)CC1)n2CCSc1ncccn1
 : 5%, 1%, 0%, -19%, ., 1%
- C=CCN(C(=O)Cn1nc(C)n2c(cc3cc(C)ccc32)c1=O)c1ccccc1
 : ?, 10%, 3%, ?, -16%, -6%
- O=C(COc1ncnc2ccccc12)NC1CCS(=O)(=O)C1 (centres undefined)
 : 16%, -1%, 4%, -65%, 14%, -5%
- O=C(COC(=O)c1ccccc1)c1ccc2c(c1)OCCO2
 : 1%, ., ?, 123%[activator], 118%[activator], 4%
- CCOC(=O)C1(Cc2ccc(OC)cc2)CCN(C(=O)CCn2cccn2)CC1
 : 3%, -1%, -1%, -13%, 5%, 2%
- N#CCC(=O)Nc1ccc(C(F)(F)F)cc1N1CCOCC1
 : 7%, 7%, 5%, -11%, -26%, 0%
- CC(C)(C)NC(=O)NC(=O)CSc1ncccn1
 : -1%, -2%, -5%, 53%[activator], 13%, 0%
- CC(C)C[C@H](NC(=O)OC(C)(C)C)C(=O)N[C@@H](CO)[C@H](O)[C@@H]1C[C@@H]1C(=O)NC1CCCCC1
 : 20%, -1%, 3%, ?, 2%, -12%
- Cc1ccc(C=Nc2ccccc2C#N)s1
 : -2%, ?, -16%, -2%, 7%, -2%
- CC1CCC(NC(=O)c2ccc(S(C)(=O)=O)cc2)CC1 (centres undefined)
 : 11%, -5%, 2%, ?, 41%[activator], 0%
- N#Cc1ccccc1OCC(=O)OCC(=O)c1ccc2c(c1)NC(=O)CO2
 : 1%, 5%, -4%, 14%, 17%, ?
- Cc1cccc(COCC(Cc2ccccc2)N2CCN(C(=O)c3cc(Cl)cc(Cl)c3)CCC2=O)c1 (centres undefined)
 : -2%[8.37 µM], 6%, 2%, 15µM*, ?, -19%
- COc1ccc(Oc2coc3cc(OC(=O)N4CCOCC4)ccc3c2=O)cc1
 : -7%, -7%, 1%, 0%, -27%, 3%
- COc1ccc(CNCCNC(=O)c2cccs2)c(OC)c1OC
 : 3%, -1%, 11%, ?, 0%, 7%
- COC(=O)c1ccc(C)c(NC(=O)CSc2nnc3ccccn23)c1
 : 7%, ., 6%, 1%, 9%, 3%
- COc1ccc(C)cc1NC(=O)C(OC(=O)c1cccc(S(=O)(=O)N(C)c2ccccc2)c1)c1ccccc1 (centres undefined)
 : ?, 3%, 2%, -12%, -11%, -4%
- O=C(COc1ncnc2ccccc12)c1ccc(Cl)cc1
 : 16%, 11%, 2%, 76%[activator], 0%, 60%[activator]
- CCOC(=O)C1CCN(CCC(=O)Nc2ccc(Cl)cc2)CC1
 : -8%, 0%, 1%, ., -5%, -18%

Entries of single compounds, quoted from the list:
Record of Cc1ccc(C=Nc2ccccc2C#N)s1 → HCV inh: -2%; LmPK inhibitor: ?; Tb PYK inh: -16%; Pf growth 96h: -2%; Pf growth 48h: 7%; Sm TGR block: -2%
Record of CC(C)C[C@H](NC(=O)OC(C)(C)C)C(=O)N[C@@H](CO)[C@H](O)[C@@H]1C[C@@H]1C(=O)NC1CCCCC1 → HCV inh: 20%; LmPK inhibitor: -1%; Tb PYK inh: 3%; Pf growth 96h: ?; Pf growth 48h: 2%; Sm TGR block: -12%
